NALP1 yeast inh: blocks the NALP1 inflammasome reconstituted in yeast; inhibition, % at 10 µM; S. cerevisiae NALP1/ASC/caspase-1 growth, X-gal OD620, 72 h; 280,000 compounds, 0.61% hits; AID 2071; in the data active = inhibition mostly above about 24%, no sharp cut-off; inactive = mostly below about 32%; note: some compounds called inactive have numbers as strong as hits
PHOSPHO1 inh: inhibitors of human PHOSPHO1 phosphatase. Q8TCT1. recombinant PHOSPHO1, absorbance phosphatase assay. inhibition, % at 13.3 µM. 290,000 compounds, 1.1% hits; in the data active = inhibition above about 60%
Target sequence (Q8TCT1 whole entry, looked up): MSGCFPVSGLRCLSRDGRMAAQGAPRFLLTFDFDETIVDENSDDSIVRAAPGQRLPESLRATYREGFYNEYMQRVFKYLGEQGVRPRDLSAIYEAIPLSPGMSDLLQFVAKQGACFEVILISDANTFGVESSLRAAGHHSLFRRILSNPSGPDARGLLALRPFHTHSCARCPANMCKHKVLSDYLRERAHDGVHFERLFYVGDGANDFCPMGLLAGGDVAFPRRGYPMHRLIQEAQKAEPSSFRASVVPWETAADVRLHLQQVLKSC
MEKK3 PB1 HTS: raises or lowers MEK5 binding to the human MEKK3 PB1 domain; Q99759; bead-based flow cytometry, Alexa488-MEK5 binding to MEKK3; actives lie on both sides; 0 = blocked by unlabeled MEK5, 100 = vehicle; binding response (% of control), % at 10 µM; 290,000 compounds, 1.4% hits; AID 1529;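 active = binding response more than 3 SD above or below the average of its plate-row segment, actives on both sides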;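 note: Alexa488 bead fluorescence after subtracting the streptavidin-only scavenger bead signal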
MEKK2mut PB1 HTS: signal of MEK5 binding to mutant human MEKK2 PB1 domain. bead flow cytometry, Alexa488-MEK5 binding to MEKK2 mutant. percent response, % at 10 µM. 290,000 compounds, 0.35% hits. AID 1530; in the data active = percent response above about 24%, passing the limit was not always enough; note: inactives centre near 1; some results filed as inactive read as strong as hits; reference of the scale not given here
OXTR agonist: activates the human oxytocin receptor. P30559. CHO-OTR cells, Fluo-8 calcium fluorescence; normalized: DMSO 0%, oxytocin 100%. activation, % at 3 µM. 320,000 compounds, 0.32% hits. AID 2435;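 active = activation above the mean of all tested compounds plus 3 SD, cutoff set per screening run, cut at about 20% in these data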;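 note: peak over basal fluorescence ratio from a 100 s FLIPR kinetic read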
Target sequence (P30559 whole entry, looked up): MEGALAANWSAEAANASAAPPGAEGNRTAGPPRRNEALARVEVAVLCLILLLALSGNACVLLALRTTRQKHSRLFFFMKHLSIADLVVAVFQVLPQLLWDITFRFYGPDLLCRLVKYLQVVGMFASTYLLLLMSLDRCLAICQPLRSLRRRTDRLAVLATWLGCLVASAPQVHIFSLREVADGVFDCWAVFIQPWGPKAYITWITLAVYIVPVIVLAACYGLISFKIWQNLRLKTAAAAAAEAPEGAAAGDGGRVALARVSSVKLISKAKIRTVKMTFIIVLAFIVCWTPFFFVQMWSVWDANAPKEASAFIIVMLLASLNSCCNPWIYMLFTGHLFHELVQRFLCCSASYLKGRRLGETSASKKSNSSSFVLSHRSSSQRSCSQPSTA
FID counter: counter-screen for HCV NS3 helicase inhibitors: DNA intercalator displacement; DNA fluorescent intercalator displacement, fluorescence; inhibition, % at 7.9 µM; 290,000 compounds, 0.17% hits; AID 1845; in the data active = inhibition above about 37%;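 note: 0% = vehicle and 100% = reference compound; higher means more ethidium bromide displaced from hairpin DNA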
GPR7 antag: human neuropeptides B/W receptor 1 antagonism; GPR7-expressing cells, fluorescence antagonist assay; inhibition, % at 4.4 µM; 290,000 compounds, 1.1% hits; AID 1861; in the data active = inhibition above about 16%, passing the limit was not always enough;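 note: cells stimulated with the agonist NPW; 0% = agonist with vehicle and 100% = vehicle without agonist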
Target sequence (P48145 whole entry, looked up): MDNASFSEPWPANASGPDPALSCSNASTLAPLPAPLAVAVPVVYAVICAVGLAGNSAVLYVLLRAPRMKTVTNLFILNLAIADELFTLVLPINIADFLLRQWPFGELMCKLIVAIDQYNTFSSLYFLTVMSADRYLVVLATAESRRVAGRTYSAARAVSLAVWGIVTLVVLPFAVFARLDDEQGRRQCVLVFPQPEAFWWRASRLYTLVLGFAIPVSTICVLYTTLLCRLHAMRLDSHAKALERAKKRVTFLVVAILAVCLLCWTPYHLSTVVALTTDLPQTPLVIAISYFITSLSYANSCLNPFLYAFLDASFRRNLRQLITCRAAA
MEKK2wt PB1 HTS: raises or lowers MEK5 binding to wildtype human MEKK2 PB1 domain. bead flow cytometry, Alexa488-MEK5 binding to MEKK2 WT; actives lie on both sides. binding response (% of control), % at 10 µM. 290,000 compounds, 1.1% hits; in the data active = binding response below about 67% or above about 130%
M18AAP inhibitor: PfM18AAP enzyme inhibition; inhibition, % at 7.35 µM; recombinant PfM18AAP, H-Glu-NHMec fluorogenic cleavage; 290,000 compounds, 1.2% hits;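 active = inhibition above the campaign mean inhibition over all tested compounds plus 3 SD, cut at about 28% in these data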;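 note: 0% = plate median of test compound wells and 100% = 2 mM ZnCl2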
Numbers without * were called inactive; · = not tested or not shown; & = joins results of further samples; [ ] = remark or other dose. This is a random part of the collection. About 6.2% of those tested had a hit in this group.

Structure	NALP1 yeast inh	PHOSPHO1 inh	MEKK3 PB1 HTS	MEKK2mut PB1 HTS	OXTR agonist	FID counter	GPR7 antag	MEKK2wt PB1 HTS	M18AAP inhibitor
CCC(C(=O)NCc1ccco1)n1nc(C)c2c(C)n(-c3ccccc3)nc2c1=O (stereo unspecified)	26	22	103	2	-0.3	1	-2	104	-12
CCS(=O)(=O)N1CCCC(C(=O)Oc2ccc(Br)cc2)C1 (stereo unspecified)	11	44	103	3	-0.9	-18	1	108	14
CC1(C)Cc2ccccc2-c2nnc(-c3ccccn3)n21	-5	-6	100	2	1.2	-3	-3	106	1
NC1=NC2(CCN(Cc3ccccc3)CC2)n2c(nc3ccccc32)N1	-20	-34	107	0	0.9	13	0	112	-20
CCCCC(=O)NC(c1ccc([N+](=O)[O-])cc1)c1c(O)ccc2ccccc12 (stereo unspecified)	9	-12	104	3	-1.2	1	-5	125	-5
CCOc1ccc(S(=O)(=O)N(CC(=O)N/N=C/c2ccc(-c3ccc([N+](=O)[O-])cc3)o2)c2ccccc2)cc1	16	12	101	2	-0.5	0	-17	88	6
COc1cccc(CNC(=O)CCC(=O)N2Cc3cccc(OC)c3Oc3ncccc32)c1OC	8	38	102	6	-1.5	-40	-2	105	-4
COc1ccc(C(=O)N2CCCC(CCC(=O)N3CCN(c4ccccn4)CC3)C2)cc1 (stereo unspecified)	-70	26	101	4	3.2	-30	-10	106	0
COc1ccc(OCc2nnc(SCC(=O)NC3CCCCC3)o2)cc1	2	23	102	-1	0.1	-33	4	95	-8
Cc1ccc(-c2noc(-c3ccccc3C(=O)N3CCCC3)n2)cc1	-26	-14	99	1	-2.1	-26	-3	105	-8
CC(C(=O)Nc1ccccc1Cl)N(c1ccccc1)S(C)(=O)=O (stereo unspecified)	-5	41	80	-22	-1.0	-6	0	79	3
CCc1ccc(S(=O)(=O)Nc2cc3c(cc2N2CCCCC2)n(C)c(=O)c(=O)n3C)cc1	15	-8	99	-2	0.0	-25	5	101	10
COc1cccc2cc(-c3nc4ccccc4[nH]3)c(=O)oc12	11	5	98	2	-0.1	0	-13	97	4
O=C(Nc1cccc(C(=O)O)c1)Nc1ccc2c(c1)OCO2	43	36	101	7	0.0	1	7	104	2
COc1cc(CCN2C(=O)c3cccc4cccc(c34)C2=O)c(S(=O)(=O)NCCCO)cc1OC	4	5	105	8	-1.7	-24	-10	106	14
COc1cc(/C=C2\CCC(C3CCCC3)C2=O)ccc1OC(C)C (stereo unspecified)	10	20	99	4	-1.1	-22	0	102	-3
CCOC(=O)C1CCCN(C/C=C/c2ccccc2)C1 (stereo unspecified)	6	25	101	3	·	2	-14	108	2
Cc1sc2c(c1C)c(=O)nc1scc(CC(=O)O)n12	1	6	101	-1	1.7	0	1	93	-1
CN(C)c1ccc(C(=O)Nc2ccc(S(=O)(=O)Nc3nccs3)cc2)cc1	8	17	96	-3	-0.3	-5	-11	96	6
CCOC(=O)c1ccc(NC(=O)CSc2nccn2C)cc1	9	19	100	4	-0.3	-5	-7	102	2
C=C1CCN([C@H](C(=O)NCc2ccc(Cl)c(Cl)c2)C(C)C)S(=O)(=O)c2ccccc21	-8	27	93	3	-2.6	·	·	96	·
CC(=O)Nc1ccc(CC(=O)NCCC(c2ccccc2)c2ccccc2)cc1	1	8	100	6	-1.0	-32	10	100	2
CCn1c(C)nc2cc(C(=O)N/N=C/c3ccccc3)ccc21	8	32	101	-2	0.7	-5	-4	101	-2
O=C1C2C(C(=O)N1CC1CCCO1)C1C=CC2C12CC2 (stereo unspecified)	16	-17	102	17	1.3	-4	-4	106	8
Cc1cc(NC(=O)c2ccc(S(=O)(=O)N(C)CC3CCCO3)cc2)no1 (stereo unspecified)	9	9	106	-11	0.1	-18	-7	92	6
Cc1ccc2[nH]c(=O)c3cc(C(=O)N4CCN(C(=O)c5ccco5)CC4)sc3c2c1	26	-5	·	·	-1.5	-34	-10	·	-2
CC(C)CC1(C)NC(=O)N(CC(=O)Nc2ccc3c(c2)CCC3)C1=O (stereo unspecified)	3	13	103	0	-1.3	-11	-3	95	-5
CCOc1ccccc1NC(=S)Nc1ccc(S(N)(=O)=O)cc1	-8	-3	101	0	-0.3	2	-9	99	9
Cc1ccccc1N(C(=O)c1csnn1)C(C(=O)NC1CCCC1)c1ccncc1 (stereo unspecified)	-11	37	105	0	-0.8	-9	-7	108	-1
COc1ccc(OCCC(=O)NC2CCCCC2)cc1	16	32	100	1	7.0	-6	-13	102	-1
Cc1nnc2ccc(N3CCN(c4cccc(C(F)(F)F)c4)CC3)nn12	·	6	101	7	-2.6	-14	3	101	5
O=C(CN1C(=O)COc2ccc(S(=O)(=O)N3CCCC3)cc21)NC1CC1	·	-2	86	-11	0.4	-7	4	91	10
CCN(CC)C(=O)Cc1c(O)c2ccccc2[nH]c1=O	-47	20	100	5	0.8	-3	-8	100	6
CC1CC(=O)N(CC(=O)Nc2ccc(F)cc2)c2ccccc2S1(=O)=O (stereo unspecified)	5	34	104	3	1.0	-11	3	104	2
CCC(=O)N1CCc2cc(S(=O)(=O)N3CCCCCC3)ccc21	-5	28	99	-1	1.8	-28	0	96	-11
COc1ccc(-c2cc(C)no2)cc1S(=O)(=O)Nc1ccccc1	21	4	101	-2	5.8	-15	6	98	2
COC(CNC(=O)CC1C(=O)N(Cc2ccccc2)C(C)c2nc3ccccc3n21)OC (stereo unspecified)	0	-5	99	-10	-0.3	-11	-2	82	-2
COc1ccc(OCCCC(=O)NNC(=O)CCN2CCN(c3ccccc3)CC2)cc1	9	9	108	3	1.9	7	7	109	-3
O=C(CNC(=S)NC(=O)c1ccccc1)c1ccccc1	35	7	96	-2	-1.9	-5	-6	96	5
CC1CC(C)CN(C(=O)CCNS(=O)(=O)c2cccs2)C1 (stereo unspecified)	34	-3	93	-7	1.3	-6	3	91	-6
CCOC(=O)c1sc2nc(N3CCOCC3)c3c(c2c1N)CCCC3	-2	-4	105	11	-0.5	-2	1	110	-4
Cc1[nH]c2ccccc2c1CCN(Cc1cccnc1)C(=S)Nc1ccc(F)cc1	-8	-4	111	-2	0.2	-7	-6	103	4
CCCCNC(=O)C1CCCN1C(=O)NC1CCCCC1 (stereo unspecified)	-3	-6	2.0*[inhibitor]	0	0.1	-3	-9	3.0*[inhibitor]	-2
COCCCN1C(=O)C(=O)/C(=C(/O)c2ccc(OC)cc2)C12C(=O)N(C)c1ccccc12 (stereo unspecified)	39*	-8	1.0*[inhibitor]	2	1.4	-36	-4	-3.0*[inhibitor]	0
O=C(c1ccco1)N1CCN(C(=O)c2cc3c(=O)oc4ccccc4c3s2)CC1	-4	-5	101	0	0.2	-4	-9	103	-28
CCn1c(SCc2ccc(C(=O)OC)o2)nnc1-c1c[nH]c2ccccc12	-11	43	97	-5	0.7	-28	-2	99	-9
CC(=O)c1ccc(OC2OCCOC2Oc2ccc(C(C)=O)cc2)cc1 (stereo unspecified)	18	-9	109	3	1.4	-16	0	103	-2
O=C(NN1C(=O)c2ccc(-c3ccc4c(c3)C(=O)N(NC(=O)c3cccnc3)C4=O)cc2C1=O)c1cccnc1	10	-1	135*	1	-0.2	6	-6	114	6
COC(=O)c1sccc1NC(=O)CSc1ccccc1NC(=O)CNC(C)C	-6	23	100	5	-0.5	-14	-19	108	-1
COc1ccc(Cn2cc(C(=O)c3ccccc3)c(=O)c3cc(OC)ccc32)cc1	37	-6	111	-2	-2.4	-10	0	102	-2

Continued:
Structure	NALP1 yeast inh	PHOSPHO1 inh	MEKK3 PB1 HTS	MEKK2mut PB1 HTS	OXTR agonist	FID counter	GPR7 antag	MEKK2wt PB1 HTS	M18AAP inhibitor
O=C(Cn1c(=O)n(Cc2ccco2)c(=O)c2c3c(sc21)CCCC3)Nc1ccccc1	-3	17	100	-4	-1.1	-28	-8	94	3
Cc1ccc2c(c1)nnn2C1CCN(CC(=O)N2c3ccccc3CC2C)CC1 (stereo unspecified)	14	48	102	3	0.8	-15	-15	103	3
CCOc1ncccc1C(=O)Nc1ccc2nc(C)sc2c1	1	28	103	3	-0.6	-40	-5	101	5
CCOC(=O)C(C(C)=O)c1nc(C)nc2c1nnn2Cc1ccccc1Cl (stereo unspecified)	10	-3	107	4	·	-28	-5	102	3
CCn1cc(C(=O)NCc2ccc(C)cc2)c(=O)c2cc(S(=O)(=O)N(C)C)ccc21	31	41	92	-6	-0.1	6	4	93	-16
CCC(=O)Nc1cc(NC(=O)CSc2ncc(-c3ccc(F)cc3)n2Cc2ccco2)ccc1C	-15	72*	98	1	-1.8	-21	-11	99	4
O=C1C(O)CC2c3ccccc3CC3(CCCC3)N12 (stereo unspecified)	-18	-7	74	-22	-0.7	-3	-11	81	7
C=CCN1C(=O)/C(=C\c2ccc(C)cc2)N=C1SCC(=O)NCCC	8	8	103	4	-1.2	-19	-7	107	-8
Cc1cc(Nc2ccc([N+](=O)[O-])cc2)c2ccccc2n1	27	19	102	1	2.8	9	-5	109	-10
COc1ccccc1CCNC(=O)c1c(C)nn(CC(C)C)c1Cl	4	29	96	-3	-0.9	-50	-13	98	3
CCc1nnc(NC(=O)C2CCCN(c3nc4ccccc4s3)C2)s1 (stereo unspecified)	-6	7	105	12	4.7	-13	-2	106	3
O=C(Nc1cc(C(F)(F)F)ccc1N1CCCCC1)c1ccc(Br)o1	13	23	104	6	-0.7	-3	8	105	3
COCCCn1c(=O)c2ccccc2n(Cc2ccc(C)cc2)c1=O	24	8	102	1	-1.1	-33	8	98	-1
Cc1ccc(-n2[nH]c(=O)c3cccnc32)cc1	-4	40	104	3	0.1	2	-5	103	3
c1cc[n+](CCCC[n+]2ccccc2)cc1	22	49	100	3	0.7	0	1	104	5
O=C(Nc1ccccc1)C1CCCN1C(=O)Nc1ccccc1[N+](=O)[O-] (stereo unspecified)	7	37	96	-5	-0.8	6	7	93	-6
N#C/C(=C\c1c[nH]c2ccccc12)C(=O)NC1CCCC1	1	34	101	3	-1.4	-11	-7	95	13
Cc1cc(OCCn2cc(/C(N)=N/O)c3ccccc32)ccc1Cl	15	3	106	6	3.5	3	4	113	4
COc1ccc2o/c(=N\O)c(C(=O)Nc3ccc(C)cc3)cc2c1	1	56	90	-9	·	-1	-16	84	25
CCOC(=O)Cc1nn(Cc2nc(-c3ccc(C)cc3)cs2)c(=O)c2ccccc12	22	23	68	-18	-2.1	-9	-2	73	1
COc1ccc(Cl)cc1NC(=O)NC(C)C(C)(C)C (stereo unspecified)	3	-3	104	5	-1.4	1	-22	106	0
Cc1ccc(SC[C@H](CC(C)C)N2CCN(CCc3ccccc3)CCC2=O)cc1	·	-12	108	8	·	·	·	103	·
O=C1Nc2ccc(Cl)cc2[C@@](C#CC2CC2)(C(F)(F)F)O1	9	24	116&102	4&-2	-3.0	-11	-24	108&94	3

Some values from above.
OXTR agonist, `Cc1sc2c(c1C)c(=O)nc1scc(CC(=O)O)n12` : 1.7
NALP1 yeast inh, `COc1ccc(OCc2nnc(SCC(=O)NC3CCCCC3)o2)cc1` : 2
PHOSPHO1 inh, `CC(=O)c1ccc(OC2OCCOC2Oc2ccc(C(C)=O)cc2)cc1` (stereo unspecified) : -9
